Screening results from PubChem BioAssay.
ERK EGF inh – EGF-driven ERK pathway inhibition; 130,000 compounds, 0.41% hits; HEK293-V1b, EGF-stimulated phospho-ERK AlphaScreen; Potency, µM (highest dose often 11.5 µM), for the others: at the top dose activity change, negative = inhibition, most hits filed as inhibitors; active = well fitted inhibition curve with a large enough effect; inconclusive = small, poorly fitted or top-dose-only effect, or effect the other way;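 also: plate controls were stimulated vehicle wells for no effect and unstimulated vehicle basal for full effect; nearly all actives have a fitted effect of over 55% in size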
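Concentration-response of compounds against EGF-driven ERK phosphorylation in V1b-expressing HEK293 cells; 30 min preincubation, 5 min EGF, AlphaScreen detection; Normalized to DMSO basal and 25 nM EGF.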
An asterisk follows results filed as active; ? = inconclusive; [ ] = remark or other dose. Potency is read from the fitted curve at half-maximal effect.

SMILES	ERK EGF inh
CC1(C)Cc2c(sc3nnn(Cc4ccccc4)c(=O)c23)CO1	10%
N#CC(C#N)=Cc1cc2ccccc2nc1N1CCOCC1	-10%
Cc1ccc(NC(=O)C/C(N)=N/O)cc1Cl	-11%[57.5 µM]
COc1cc2c(cc1OC)CN(C(=O)c1ccc([N+](=O)[O-])o1)CC2	6%[57.5 µM]
CCOC(=O)/C(C)=N/Nc1nc(-c2ccc(NC(C)=O)cc2)cs1	6%[57.5 µM]
COc1c(N2CCN(C(=S)Nc3ccccc3F)C(C)C2)c(F)cc2c(=O)c(C(=O)O)cn(C3CC3)c12 (stereo unspecified)	-3%[57.5 µM]
N#CCCN(Cc1cccnc1)C(=S)NCc1ccco1	-3%
CSc1cnc2c(=O)[nH]c(=O)n(C)c2n1	-7%
CNS(=O)(=O)c1cccc(C(=O)OCC(=O)c2cc3ccccc3o2)c1	-6%
COc1ccccc1CN1CCC2(CC1)CCN(S(C)(=O)=O)CC2	7%
Cc1cccc(CN(C(=S)Nc2c(C)cccc2C)c2cccnc2)c1	1%
C=CCSc1nc2ccccc2c(=O)n1Cc1ccccc1	0%
Nc1c(C(=O)c2ccccc2)oc2ccccc12	2%[57.5 µM]
CS(=O)(=O)N1CCN(c2ccc(NC(=O)COc3ccccc3)cc2)CC1	10%
CC(C)NC(=O)c1ccc2c3n(nc2c1)-c1ccc(Cl)cc1CO3	4%[57.5 µM]
Cc1nnc(SCc2cc(=O)[nH]c(Nc3nc(C)c4cc(C)c(C)cc4n3)n2)s1	6%
CN1CCN(CCC(=O)N/N=C/c2cc([N+](=O)[O-])ccc2OC(F)F)CC1	7%
COc1ccc(NC(=S)N/N=C/c2ccc(F)cc2)cc1OC	-9%
CCOC(=O)c1ccc2nc(NC(=O)c3cccs3)sc2c1	-2%
O=C(Nc1ccc(O)cc1)c1ccc2c(c1)C(=O)N(Cc1ccco1)C2=O	5%
CC(=O)OC[C@H]1O[C@@H](O/N=C/C[C@@H]2C=C[C@H](OC(C)=O)[C@@H](COC(C)=O)O2)[C@H](OC(C)=O)[C@@H](OC(C)=O)[C@@H]1OC(C)=O	?
COc1cc(CCCN2C(=S)NC[C@@H]2CC2CCCCC2)cc(OC)c1OC	-8%[57.5 µM]
O=C(O)COc1ccccc1/C=N/NC(=O)c1cc2ccccc2cc1O	-1%[57.5 µM]
CN(CC(=O)Nc1cccc(F)c1)CC(=O)Nc1cccc([N+](=O)[O-])c1	1%

A section from the list above, for reference:
SMILES	ERK EGF inh
CC(=O)OC[C@H]1O[C@@H](O/N=C/C[C@@H]2C=C[C@H](OC(C)=O)[C@@H](COC(C)=O)O2)[C@H](OC(C)=O)[C@@H](OC(C)=O)[C@@H]1OC(C)=O	?
COc1cc(CCCN2C(=S)NC[C@@H]2CC2CCCCC2)cc(OC)c1OC	-8%[57.5 µM]
O=C(O)COc1ccccc1/C=N/NC(=O)c1cc2ccccc2cc1O	-1%[57.5 µM]
CN(CC(=O)Nc1cccc(F)c1)CC(=O)Nc1cccc([N+](=O)[O-])c1	1%

Other structures
SMILES	ERK EGF inh
Cc1ccc(SCCC(=O)Nc2ccccc2Br)cc1	-5%
Cc1ccc2nc(SCc3cn4cccnc4n3)[nH]c2c1	0%
CCNC(=S)NNC(=O)c1nn(C)c(C)c1Cl	-3%
N#Cc1c(-c2c(Cl)cccc2Cl)noc1/C=C/Nc1ccc(C(=O)O)cc1	3%
O=C(COC(=O)C1=COCCO1)Nc1ccccc1OC(F)F	0%
COCCNc1ccc(S(=O)(=O)N2CCCC2)cc1[N+](=O)[O-]	-1%
CC(C)(C)[C@@H]1C=C(C(=O)N2CCN(Cc3ccccc3)CC2)O[C@H](OCCCCO)C1	-8%[57.5 µM]
O=C1CC(c2ccccc2)CN1C(=O)c1cncc(Br)c1 (stereo unspecified)	2%
COC(=O)c1nnn(CC(=O)NC(=O)Nc2c(C)cccc2C)c1C(=O)OC	-5%
CCOC(=O)c1cc([N+](=O)[O-])sc1N	-5%
Cc1ccc2nc(NC(=O)CS(=O)(=O)Cc3ccccc3)sc2c1	-17%[57.5 µM]
O=C(Nc1ccccn1)N1CCOCC1	6%
CCCNC(=O)NCCC12CC3CC(CC(C3)C1)C2	-4%
CC(C)NC(=S)N/N=C/c1ccc(N2CCOCC2)cc1	-10%
O=C(Nc1ccc2c(c1)CCC2)c1cc(=O)[nH]c2ccccc12	-5%[57.5 µM]
CCCOc1ccc(-c2c(C(=O)N/N=C/c3ccc(OCC)cc3)nnn2-c2nonc2N)cc1	11%
O=C1c2c(O)cc(O)cc2O[C@@]12c1c(cc(O)c3c1O[C@H](c1ccc(O)cc1)[C@@H](O)C3)O[C@@H]2c1ccc(O)cc1	-4%
CCOP(=O)(OCC)C(Nc1cccc(C)c1)c1ccc(F)cc1 (stereo unspecified)	8%
N/C(=N\OC(=O)CCc1ccccc1)c1ccccc1Cl	-24%
S=c1[nH]nc(-c2ccccn2)n1/N=C/c1ccco1	2%[57.5 µM]
Cc1ccc(C)c(N2CCN(C(c3ccc(N(C)C)cc3)c3nnnn3C(C)(C)C)CC2)c1 (stereo unspecified)	?
COC(=O)N/N=C/c1ccc(OC(=O)/C=C/c2ccco2)cc1	-3%[57.5 µM]
COc1ccc(-c2n[nH]c(=S)n2N)c(OC)c1	-4%
Cc1ccc(C(=O)N/N=C/c2ccc3c(c2)OCO3)o1	-6%

Filtered by structure, the compounds so far with a halogen.
SMILES	ERK EGF inh
Cc1ccc(NC(=O)C/C(N)=N/O)cc1Cl	-11%[57.5 µM]
COc1c(N2CCN(C(=S)Nc3ccccc3F)C(C)C2)c(F)cc2c(=O)c(C(=O)O)cn(C3CC3)c12 (stereo unspecified)	-3%[57.5 µM]
CC(C)NC(=O)c1ccc2c3n(nc2c1)-c1ccc(Cl)cc1CO3	4%[57.5 µM]
CN1CCN(CCC(=O)N/N=C/c2cc([N+](=O)[O-])ccc2OC(F)F)CC1	7%
COc1ccc(NC(=S)N/N=C/c2ccc(F)cc2)cc1OC	-9%
CN(CC(=O)Nc1cccc(F)c1)CC(=O)Nc1cccc([N+](=O)[O-])c1	1%
Cc1ccc(SCCC(=O)Nc2ccccc2Br)cc1	-5%
CCNC(=S)NNC(=O)c1nn(C)c(C)c1Cl	-3%
N#Cc1c(-c2c(Cl)cccc2Cl)noc1/C=C/Nc1ccc(C(=O)O)cc1	3%
O=C(COC(=O)C1=COCCO1)Nc1ccccc1OC(F)F	0%
O=C1CC(c2ccccc2)CN1C(=O)c1cncc(Br)c1 (stereo unspecified)	2%
CCOP(=O)(OCC)C(Nc1cccc(C)c1)c1ccc(F)cc1 (stereo unspecified)	8%
N/C(=N\OC(=O)CCc1ccccc1)c1ccccc1Cl	-24%

Continued.
SMILES	ERK EGF inh
CCC1=C(OC(=O)N(CC)CC)N2C(=O)OC(=NCCOC)[C@]2(C)[C@H]2C1=CC[C@H]1C(=O)N(C)C(=O)[C@H]12	2%
O=C(O)CCCC(=O)Nc1cc([N+](=O)[O-])ccc1O	-2%[57.5 µM]
CCc1cccc(NC(=O)CCC(=O)O)c1	-1%
CC(C)C[C@@H](CC(=O)N[C@H](CC(=O)N[C@@H]1CCCC[C@H]1C(=O)N[C@H](CC(=O)N[C@@H](CCC(=O)O)CC(=O)O)Cc1ccccc1)C(C)C)NC(=O)[C@@H]1CNCC[C@H]1N	2%
CCCCn1c(=O)c(CCC(=O)OCC(=O)Nc2ccc(C)c(Cl)c2)nc2ccccc21	6%
CCCC(c1nnnn1CS(=O)(=O)c1ccc(C)cc1)N1CCN(CC)CC1 (stereo unspecified)	-1%
Cc1onc(-c2ccc(Cl)cc2)c1-c1ccnn1S(=O)(=O)c1ccc(Cl)cc1	?
COc1cccc(/C=N/NC(=O)c2ccc(=O)[nH]n2)c1O	-14%[57.5 µM]

2 entries picked at random from the list so far:
SMILES	ERK EGF inh
Cc1onc(-c2ccc(Cl)cc2)c1-c1ccnn1S(=O)(=O)c1ccc(Cl)cc1	?
CC(C)C[C@@H](CC(=O)N[C@H](CC(=O)N[C@@H]1CCCC[C@H]1C(=O)N[C@H](CC(=O)N[C@@H](CCC(=O)O)CC(=O)O)Cc1ccccc1)C(C)C)NC(=O)[C@@H]1CNCC[C@H]1N	2%

The list is partial; count on the stated rates, not on these rows.
